Screens (PubChem BioAssay)
TrxR1 inh: inhibitors of rat thioredoxin reductase 1; Potency, µM (series often up to 114 µM), without a hit: at the highest dose activity change, negative = inhibition, hits mostly inhibitors; recombinant rTrxR1, NADPH fluorescence consumption, selenite substrate; hit rate 1% among 390,000; AID 588453; also: potency is read from the fitted curve at half-maximal effect; % is scaled to controls: 0 for no effect and ±100 for the full control effect; nearly all actives have a fitted effect of over 65% in size
Target sequence (O89049 whole entry, looked up): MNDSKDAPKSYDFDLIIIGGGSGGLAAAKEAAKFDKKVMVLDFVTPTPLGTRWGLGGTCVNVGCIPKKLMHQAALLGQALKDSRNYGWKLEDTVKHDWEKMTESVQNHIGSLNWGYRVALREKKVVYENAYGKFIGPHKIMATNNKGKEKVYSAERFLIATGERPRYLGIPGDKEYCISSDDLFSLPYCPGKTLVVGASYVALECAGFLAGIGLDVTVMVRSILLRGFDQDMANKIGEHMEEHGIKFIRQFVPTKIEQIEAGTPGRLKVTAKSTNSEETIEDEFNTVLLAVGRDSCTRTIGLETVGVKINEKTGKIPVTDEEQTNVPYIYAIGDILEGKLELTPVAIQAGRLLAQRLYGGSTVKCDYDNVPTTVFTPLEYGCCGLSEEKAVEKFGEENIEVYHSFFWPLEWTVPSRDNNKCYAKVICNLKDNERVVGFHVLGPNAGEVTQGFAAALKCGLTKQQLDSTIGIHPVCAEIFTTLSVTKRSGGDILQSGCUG
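Rat TrxR1 (90 nM in the dispensed reagent) was pre-reduced with 400 uM NADPH for 5 min at room temperature, then incubated with compound for 15 min. After 400 uM selenite was added, NADPH fluorescence (Ex 340/Em 450 nm) was followed for 8 min.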
TrxR1 substrate: is turned over as a substrate by rat TrxR1; Potency, µM (series often up to 114 µM), for the others: top-dose activity change, negative = substrate turnover; hit rate 0.01% among 390,000; purified TrxR1 substrate turnover, NADPH consumption readout; O89049; also: potency is read from the fitted curve at half-maximal effect; % is scaled to controls: 0 for no effect and ±100 for the full control effect; nearly all actives have a fitted effect of over 50% in size
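Rat TrxR1, dispensed at 90 nM, was prereduced with 400 uM NADPH (final) for 5 min at ~22 deg C, then incubated with compound 15 min before 400 uM selenite. A first-read NADPH fluorescence drop versus no-compound background flagged substrates.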
D2 ag: agonists of human D2 dopamine receptor; P14416; HEK293 T-REx D2 cells, calcium flux agonist mode; activation, % at 2 µM; hit rate 0.53% among 340,000;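 active = activation over 3 SD above normal in the single-dose calcium agonist read, cut at about 30% in these data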; also: 0% is about no effect
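Agonism is scored from calcium flux in a force-coupled, inducible HEK293 cell line expressing D2, read kinetically for 180 s after compound addition against dopamine controls.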
Pin1 inhibitor: blocks the human prolyl isomerase Pin1 | Q13526 | Pin1 FP peptide displacement, HiFluor488, 10 min | Potency, µM (top dose mostly 115 µM), without a hit: top-dose activity, negative = inhibition, most hits filed as inhibitors | hit rate 0.009% among 390,000 | AID 504891; active = well fitted inhibition curve with a large enough effect in the polarisation, with a control signal flat, not every such curve was filed as active; inconclusive = small, poorly fitted or top-dose-only effect, or effect the other way, or a change in a side signal; inactive = no such curve, though single readings can be large or run the other way; the % refers to the polarisation; also: potency is read from the fitted curve at half-maximal effect; % is scaled to controls: 0 for no effect and ±100 for the full control effect
Target sequence (Q13526 whole entry, looked up): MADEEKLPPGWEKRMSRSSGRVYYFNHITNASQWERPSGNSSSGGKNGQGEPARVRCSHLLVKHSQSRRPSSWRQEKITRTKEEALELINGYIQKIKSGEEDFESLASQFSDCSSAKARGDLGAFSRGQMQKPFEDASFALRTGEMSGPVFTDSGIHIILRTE
TRHR agonist: activates the human TRH receptor. P34981. TRHR cells, calcium flux fluo-8, FDSS agonist mode. activation, % at 2 µM. hit rate 0.18% among 360,000. AID 493084; in the data active = activation above about 30%; also: 0% is about no effect
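Agonist-mode FDSS calcium read (Ex 480/Em 530, 1 s cycles) in 1536-well TRHR cells with fluo-8 dye, after 10-cycle baseline and 23 nL compound addition; TRH at EC20 (10 nM final) added afterwards for the enhancer phase.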
TRHR PAM: allosterically enhances the human TRH receptor; P34981; TRHR cells, fluo-8 calcium fluorescence, EC20 TRH enhancement; enhancement, % at 2 µM; hit rate 0.66% among 360,000; AID 493056; in the data active = enhancement above about 30%; also: 0% is about no effect
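Enhancer read-out: after compound pinning and an initial kinetic agonist-mode read, an EC20 of TRH (10 nM final) was injected and fluo-8 calcium signal (Ex 480/Em 530) followed at 1 s/cycle for 100 cycles in TRHR-expressing cells.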
IDH1 R132H inh: blocks human mutant IDH1 R132H enzyme; hit rate 0.093% among 390,000; O75874; Potency, µM (highest dose often 76.6 µM), without a hit: at the top dose activity change, negative = inhibition, most hits filed as inhibitors; IDH1-R132H enzyme, NADPH consumption, diaphorase/resazurin fluorescence; also: potency is read from the fitted curve at half-maximal effect; % is scaled to controls: 0 for no effect and ±100 for the full control effect; nearly all actives have a fitted effect of over 65% in size
Target sequence (O75874 whole entry R132H, stated change not applied): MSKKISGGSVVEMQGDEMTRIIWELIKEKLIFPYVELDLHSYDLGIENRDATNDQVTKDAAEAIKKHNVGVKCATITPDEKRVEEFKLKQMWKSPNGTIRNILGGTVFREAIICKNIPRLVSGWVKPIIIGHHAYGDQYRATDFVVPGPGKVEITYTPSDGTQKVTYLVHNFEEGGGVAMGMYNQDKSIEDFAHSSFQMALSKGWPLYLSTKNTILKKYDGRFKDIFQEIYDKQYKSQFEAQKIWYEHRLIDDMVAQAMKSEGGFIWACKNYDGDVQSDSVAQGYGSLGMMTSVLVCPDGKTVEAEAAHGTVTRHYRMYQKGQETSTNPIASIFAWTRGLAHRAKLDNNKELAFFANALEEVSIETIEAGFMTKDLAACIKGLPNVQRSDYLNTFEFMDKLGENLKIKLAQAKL
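IDH1-R132H (0.5 ug/mL) preincubated 30 min with compound, then NADPH (0.016 mM) and alpha-KG (2 mM) added; 80 min at RT, pH 7.5. Remaining NADPH coupled via diaphorase/resazurin to fluorescence (540/590 nm); concentration-response curves normalized to no-enzyme control.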
D2 antag: antagonizes the human D2 dopamine receptor. hit rate 2% among 340,000. P14416. inhibition, % at 10 µM. HEK293 TREx D2 cells, calcium flux, dopamine EC80. AID 485344; in the data active = inhibition above about 30%; also: 0% is about no effect
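Antagonism is scored as inhibition of an EC80 dopamine-evoked calcium signal in a force-coupled, tetracycline-inducible HEK293 T-REx D2 line, with compound present 180 s before agonist.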
USP1 inh: blocks the human USP1/UAF1 deubiquitinase complex; O94782; recombinant USP1/UAF1, Ub-Rhodamine cleavage fluorescence; Potency, µM (top dose mostly 57.1 µM), for the others: at the top dose activity change, negative = inhibition, usual class: inhibitors; hit rate 0.23% among 390,000; AID 743255; also: potency is read from the fitted curve at half-maximal effect; % is scaled to controls: 0 for no effect and ±100 for the full control effect; nearly all actives have a fitted effect of over 60% in size; inactives centre near -12
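1 nM enzyme complex + cpd, 15 min RT; start with Ub-Rho 150nM final; kinetic fluorescence ex 480/em 540, 6 reads q60 s. Buffer 50mM HEPES pH 7.8, 0.5mM EDTA, 0.1 mg/ml BSA, 1mM TCEP, 0.01% Tween-20.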
* marks the source's active call; other numbers are inactive results; ? = inconclusive; nt = no result given; & = joins results of further samples; [ ] = remark or other dose. Unless noted, calls follow the shape of the dose curve; as a rule, active = well fitted inhibition curve with a large enough effect; inconclusive = small, poorly fitted or top-dose-only effect; inactive = no such curve, though single readings can be large or run the other way.

SMILES	TrxR1 inh	TrxR1 substrate	D2 ag	Pin1 inhibitor	TRHR agonist	TRHR PAM	IDH1 R132H inh	D2 antag	USP1 inh
CC12CN3CC(C)(CN(C1)C3c1ccncc1)C2=O (stereo not given)	2%	4%	-1.3	-9%	-1.0	12	8%	2	-3%
COc1ccc(NP2(=O)OCC(C)(N)CO2)cc1 (stereo not given)	8%[11.4 µM]	6%[11.4 µM]	nt	-1%	nt	nt	2%	nt	-4%
Cn1cc([N+](=O)[O-])c(C(=O)Nc2ccc3c(C(F)(F)F)cc(=O)oc3c2)n1	-13%	-8%	-0.1	-3%	-0.3	-2	-3%	-9	-10%
COc1cc(C(=O)OC2C[C@H]3CC[C@@H](C2)N3)ccc1O (stereo not given in full)	-9%	-11%	-0.9	5%	-0.5	0	-5%	-5	-9%
Cc1ccc(S(=O)(=O)N(c2cc(Cl)c(O)c(Cl)c2)P(=O)(OC(C)C)OC(C)C)cc1	5%	-3%	0.3	-7%	-0.5	2	-2%	5	-20%
COc1ccc(-c2nc3ccccc3o2)cc1NC(=O)Cc1ccc(Cl)cc1	-9%	0%	0.5	23%	1.1	-3	4%	nt	-17%
CCn1cc(C(=O)NCCc2ccc(OC)c(OC)c2)c(=O)c2cc(S(=O)(=O)N(C)C3CCCCC3)ccc21	31%	8%	0.4	19%	0.3	-12	0%	nt	-27%
CN1CCN(c2ccc([N+](=O)[O-])cc2Cl)CC1	4%[57.1 µM]	-11%[57.1 µM]	1.4	-4%	0.4	-2	-1%	10	1%
COC(=O)C1=C(c2ccc(OC)c(OC)c2)C[C@@H]2CC[C@H]1N2C(=O)NCCc1ccccc1	29%	8%	0.3	-3%	-0.2	-4	2%	-2	?
CN1C(=O)N(C)C(=O)C2(Cc3ccccc3N3CCOCC32)C1=O (stereo not given)	1%[57.1 µM]	0%[57.1 µM]	1.5	-1%	-2.0	-2	-5%	20	-15%
Brc1ccc(Oc2cc(Br)c(Br)cc2Br)c(Br)c1	3%	6%	1.4	-2%	0.7	23	3%	8	-14%
O=C(c1cccc(C(F)(F)F)c1)C1CCCN(Cc2ccccc2O)C1 (stereo not given)	21%	3%	1.3	-9%	0.4	5	-8%	11	-8%
COc1ccc(CN2CCCC(C(=O)c3ccc(Cl)cc3)C2)c(OC)c1 (stereo not given)	7%[57.1 µM]	8%	0.6	-2%	0.5	5	1%	0	-18%
Cc1ccccc1NC(=O)CCl	?	-8%	-0.3	-1%	-0.3	-5	-5%	17	-15%
CCOC(=O)C(O)(c1ccc(N=Cc2ccccc2O)c(C)c1)C(F)(F)F (stereo not given)	14%	0%	0.5	-11%	0.3	-1	-17%	-5	-7%
O=c1[nH]c(=O)n(Cc2ccccc2)c(O)c1/C=N/Nc1c(F)c(F)c(F)c(F)c1F	32%	8%	0.7	9%	-0.3	0	0%	-7	-26%
O=C1CC(=O)N(c2ccc(Cl)cc2Cl)C(=O)N1	-36%	9%	0.2	?	0.5	-1	2%	-10	-19%
O=C1NC(=O)N(Cc2ccccc2)C(=O)/C1=C/c1cnc(-c2ccccc2)nc1	6.3µM*	-2%[57.1 µM]	-0.2	?	-0.1	-2	0%	-2	-23%
COc1ccccc1N(CC(=O)NC1CCCC1)C(=O)c1cnn(C(C)C)c1	-12%	-1%	0.0	-10%	0.1	3	2%	-1	-14%
COc1cc(CC2C(=O)N(C)C(=O)N(C)C2=O)ccc1OCc1ccccc1	-40%[57.1 µM]	-1%[57.1 µM]	-0.3	0%	0.2	7	?	-5	5%

A different layout for 3 compounds above.
compound | TrxR1 inh | TrxR1 substrate | D2 ag | Pin1 inhibitor | TRHR agonist | TRHR PAM | IDH1 R132H inh | D2 antag | USP1 inh
O=C1NC(=O)N(Cc2ccccc2)C(=O)/C1=C/c1cnc(-c2ccccc2)nc1 | 6.3µM* | -2%[57.1 µM] | -0.2 | ? | -0.1 | -2 | 0% | -2 | -23%
COc1ccccc1N(CC(=O)NC1CCCC1)C(=O)c1cnn(C(C)C)c1 | -12% | -1% | 0.0 | -10% | 0.1 | 3 | 2% | -1 | -14%
COc1cc(CC2C(=O)N(C)C(=O)N(C)C2=O)ccc1OCc1ccccc1 | -40%[57.1 µM] | -1%[57.1 µM] | -0.3 | 0% | 0.2 | 7 | ? | -5 | 5%

The listing continues:
SMILES	TrxR1 inh	TrxR1 substrate	D2 ag	Pin1 inhibitor	TRHR agonist	TRHR PAM	IDH1 R132H inh	D2 antag	USP1 inh
O=C(/C=C/c1c[nH]c2ccccc12)c1c(O)n(CCc2ccccc2)c(=O)[nH]c1=O	-4%[57.1 µM]	-4%[57.1 µM]	40*	?	40*	47*	-3%	37*	25µM*
CSCCC(NC(=O)CCC(=O)OC1CC[C@H]2[C@@H]3CC[C@H]4CC(=O)CC[C@]4(C)[C@H]3CC[C@]12C)C(=O)O (stereo not given in full)	10%	-2%	-1.1	-6%	-1.1	3	-6%	-3	-15%
O=C(c1cc(-c2cccnc2)nc2ccccc12)N1CCC2(CC1)OCCO2	16%	3%	-0.1	0%	0.3	0	0%	-3	-13%
CCOC(=O)[C@]12Cc3cc(Cl)ccc3[C@H]1N(Cc1ccccc1)C(=O)c1ccccc12	-6%&17%	-6%&3%	nt	15%	nt	nt	-3%[38.3 µM]	nt	-18%
CC(=O)c1ccc(OC(NC(=O)Cc2ccccc2)C(Cl)(Cl)Cl)cc1 (stereo not given)	10µM*	3%	0.0	-3%	0.3	-2	-4%	-15	-1%
C=CCn1c(O)c(C(CC)=Nc2ccccc2NC(C)=O)c(=O)[nH]c1=O	-1%	3%	-0.1	-2%	0.6	7	0%	-10	-8%
Cc1ccc(C(=O)Nc2ccc(Cl)cc2C(=O)c2ccccc2)cc1	9%	-5%	nt	-5%	nt	nt	2%	nt	-4%
C[C@]12CCC(=O)C=C1CC[C@@H]1C2CC[C@]2(C)C(=O)CCC12 (stereo not given in full)	19%	0%	-0.3	3%	-0.1	0	-4%	-9	-8%
Cc1ccc(C2N3CCCN23)cc1 (stereo not given)	1%	-1%	0.1	-5%	0.1	4	7%	0	-26%
Oc1c(Cl)c(Cl)c(Cl)c(Cl)c1Cl	-18%	-9%	nt	-8%	nt	nt	-5%	nt	-20%
CCCNC(=O)N1[C@H]2CC[C@@H]1C(C(=O)OC)=C(c1cc3ccccc3s1)C2	8%[57.1 µM]	8%[57.1 µM]	nt	-2%	nt	nt	4%	nt	-14%
Cc1cccc(NP2(=O)NCCCN2)c1	22%	9%	nt	0%	nt	nt	-4%	nt	-3%
Oc1c(Cl)cc(Cl)cc1CN1CCN(Cc2ccccc2)CC1	16%	-1%	0.7	?	-0.6	-6	3%	8	-1%
Cc1cc(-n2c(/C=C/c3cccs3)nc3ccccc3c2=O)ccc1Br	2%[57.1 µM]	-4%[57.1 µM]	0.8	-4%	-0.3	1	-5%	nt	?
Cc1ccc2c(c1)C1CN(C)CCC1N2C(=O)/C(C#N)=C/c1ccc2c(c1)OCO2 (stereo not given)	-3%	-5%	-0.2	11%	1.7	4	10%	48*	-17%
CCOP(=O)(CCP(=O)(OCC)OCC)OCC.C[CH2][Sn]([Cl])([Cl])[CH2]C	-80%[57.1 µM]	13%[57.1 µM]	nt	0%	nt	nt	1%	nt	-15%
COc1ccc(CCNCc2cccn2C)cc1OC	20%	2%	-0.4	7%	-0.2	-4	8%	2	-20%
Cc1ccc(S(=O)(=O)c2nc(-c3ccccc3Cl)oc2N(C)C2CCN(C)CC2)cc1	-3%	-2%	nt	2%	nt	nt	1%	nt	-17%
O=C(c1ccc2c(c1)ncn2C1CCCCC1)N1CCC2(CC1)OCCO2	-5%	-2%	nt	-4%	1.0	-5	8%	nt	-4%
CCCC[N+]1(C)[C@@H]2CC(OC(=O)[C@H](CO)c3ccccc3)C[C@H]1[C@@H]1O[C@@H]12 (stereo not given in full)	29%	9%	0.6	-1%	0.0	-5	-5%	-14	?
COC(=O)Cn1cc(C=C2C(=O)N(C)C(=O)N(C)C2=O)c2ccccc21	10%	4%	1.1	7%	0.9	-3	-4%	4	?
CC1CCCCC1NC1CCN(C)CC1 (stereo not given)	27%	2%	-0.3	8%	2.7	1	0%	-9	-21%
CN(C)C(=O)Oc1ccc2c(c1)O/C(=C\c1ccccc1)C2=O	2%	-1%	0.2	-2%	-0.2	5	8%	-13	-24%
Cc1cc(OCC(=O)N2CCCN(C)CC2)ccc1Cl	-20%	-7%	0.7	0%	0.3	13	-10%	-12	-2%
CCCCCCn1c(O)c(C=NCCN2CCOCC2)c(=O)[nH]c1=O	15%	0%	0.7	20%	0.2	10	6%	-9	-11%
Cc1cc(=O)n(-c2ccccc2)n1-c1ccccc1	-5%	-7%	0.4	-2%	-0.1	-2	-1%	0	-7%
CCN(CC)CCOC(=O)C(O)(c1ccccc1)c1ccccc1	16%	10%	1.2	1%	-0.2	-4	25%	-20	-7%
O=C(Cc1ccccc1)OCC(=O)N1CCN(S(=O)(=O)c2ccc(Cl)cc2)CC1	11%	-11%[57.1 µM]	-1.7	-4%	-1.5	-1	3%	11	-4%
c1cnc(OCCN2CC2)cn1	27%[57.1 µM]	14%[57.1 µM]	nt	1%	nt	nt	1%	nt	5%
COc1ccc(Br)cc1CN1CCN(C(=O)Cc2ccccc2)CC1	7%	-2%	-0.4	3%	-0.4	-4	8%	7	-15%
COC(=O)C1=C(c2ccc(OC)c(OC)c2)C[C@@H]2CC[C@H]1N2C(=O)NCc1cccc2ccccc12	6%[57.1 µM]	-4%[57.1 µM]	-0.7	0%	-0.6	0	11%	2	-24%
CCOP(=O)(OCC)C(NC(=O)Cc1ccccc1)C(Cl)(Cl)Cl (stereo not given)	-4%[57.1 µM]	7%[57.1 µM]	2.8	-2%	-0.3	-1	3%	-11	-12%
CCC1CN1P(=O)(N1CCCC1)N1CC1CC (stereo not given)	18%	10%	nt	-4%	nt	nt	2%	nt	-13%
CCC[C@H](N[C@@H](CCC)[C@H](O)c1ccccc1)[C@H](O)c1ccccc1	15%	-1%	nt	-4%	nt	nt	5%	nt	-14%

A portion of the library. The share of hits here may be higher or lower than overall.
